Source: PubChem (Southern Research Specialized Biocontainment Screening Center)
VEEV TC-83 Vero: inhibitors of VEEV TC-83 cytopathic effect, confirmation, Vero cells (AID 588727); one-dose inhibition, % at 20 µM; IC50 in µM for titrated hits; hit rate 0.13% among 350,000; Vero cells, VEEV TC-83 cytopathic effect inhibition; higher % means a stronger effect; in the data active means a potency from the dose series; inconclusive means inhibition mostly from about 14% at the one dose, without a potency; inactive means the rest, 99 in 100 with inhibition below about 12%; further: strong numbers were not always called active
Salmonella PhoP GFP: Inhibition of PhoP regulon, Salmonella typhi GFP reporter cells, confirmation, 4 h (AID 1850); inhibition, % at 50 µM, or IC50 in µM where a hit was titrated; hit rate 0.33% among 310,000; Salmonella Typhi PhoP-promoter GFP reporter, fluorescence, 4 h; higher % means a stronger effect; in the data active means a potency from the dose series; inconclusive means inhibition mostly from about 25% at the one dose, without a potency; inactive means the rest, 99 in 100 with inhibition below about 19%;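 further: 0% = induced wells with vehicle and 100% = uninduced wells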
M. tuberculosis HTS: M. tuberculosis growth inhibition, HTS (AID 449762). M. tuberculosis H37Rv growth inhibition, 7H9 media; higher % means a stronger effect. inhibition, % at 25 µM; hits with a dose series show IC50 in µM. hit rate 0.59% among 330,000; in the data active means a potency from the dose series; inconclusive means inhibition above about 70% without an active follow-up result;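 further: bacterial growth assessed after seven days of incubation; strong numbers were not always called active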
tuberculosis growth: growth inhibition of non-replicating M. tuberculosis (AID 488890). Mycobacterium tuberculosis non-replicating, growth inhibition; higher % means a stronger effect. hit rate 0.39% among 320,000. one-dose inhibition, % at 25 µM; IC50 in µM for titrated hits; in the data active means a potency from the dose series; inconclusive means inhibition mostly from about 82% at the one dose, without a potency; inactive means the rest, 99 in 100 with inhibition below about 76%;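 further: plate controls were DMSO cells for no effect and high antibiotic wells for full effect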
influenza NS1A: NS1A inhibition, H1N1 influenza, cell based functional assay (AID 504329). hit rate 0.3% among 340,000. NS1A functional cell-based assay, percent inhibition; higher % means a stronger effect. inhibition, % at 12.5 µM, or IC50 in µM where a hit was titrated; in the data active means a potency from the dose series; inconclusive means inhibition above about 27% without an active follow-up result; further: strong numbers were not always called active
VEEV TC-83 Vero 10K pilot screen: further read-out of VEEV TC-83 Vero, marked with its call; inhibition, %; measured here: 10K pilot screen inhibition
* hit, by the source's call; i = inactive; u = inconclusive; x = no result given. An unsorted share of the library, and some 1.5% of all compounds hit somewhere here.

SMILES	VEEV TC-83 Vero	Salmonella PhoP GFP	M. tuberculosis HTS	tuberculosis growth	influenza NS1A	others
CSc1ccc(CN(C)C(=O)C(c2ccccc2)c2ccccc2)cc1	2.1%	-15%	6%	28%	0%
CN1CSC(=S)N(C)C1	2.9%	-5%	u	66%	0%
Cc1cc(Cl)ccc1OCCCC(=O)Nc1ccc(S(=O)(=O)Nc2ncccn2)cc1	0.1%	5%	-3%	26%	11%
COc1cc(OC)cc(-c2c(C#Cc3ccsc3)c3cc(-c4ccc(N(C)C)nc4)ccc3n2C)c1	7.6%	x	1%	31%	9%
COc1ccccc1OCCNC(=O)C(CCSC)NS(=O)(=O)c1ccccc1F (centres undefined)	3.6%	-4%	-8%	8%	-6%
CCN1CCN(C(=O)c2ccc3nc(-c4ccccc4)c(-c4ccccc4)nc3c2)CC1	4.9%	-7%	1%	0%	-6%
COC(=O)Cn1c(=O)sc2ccccc21	i	1%	-12%	-12%	-5%
Cc1ccc(-n2ncc3c2CC(C)(C)CC3NC(=O)CCc2c(C)noc2C)cc1 (centres undefined)	5.7%	-10%	1%	17%	-4%
Cc1ccc(S(=O)(=O)NC(Cc2cnc[nH]2)C(=O)O)cc1 (centres undefined)	1.1%	-5%	-16%	-14%	-3%
COc1nc(C)ccc1-c1noc(-c2cccs2)n1	3.5%	3%	0%	-8%	x
CC1CCCCC12NC(=O)N(CC(=O)N(C)Cc1nc3ccccc3c(=O)[nH]1)C2=O (centres undefined)	2.0%	x	-1%	30%	-7%
C/C(=N/NC(=O)c1cccs1)c1cccs1	1.0%	-2%	-2%	78%	-19%
CCOc1ccc(S(=O)(=O)N2CCC(C(=O)N3CCCCCC3)CC2)cc1Cl	4.2%	-3%	5%	11%	-11%
O=C(CCc1c[nH]c2ccccc12)OCc1cccc([N+](=O)[O-])c1	1.9%	-5%	u	u	6%
CCN1C(=O)c2ccccc2S(=O)c2ccc(C(=O)NC3CC3)cc21 (centres undefined)	0.3%	-7%	-1%	-2%	5%	VEEV TC-83 Vero 10K pilot screen=0.2
O=C(NCc1ccco1)C1CCCN(S(=O)(=O)c2cccc3nsnc23)C1 (centres undefined)	0.8%	-5%	-9%	0%	10%
COc1ccc(/C=C/c2nc(C#N)c(NCCN(C)C)o2)cc1OC	1.6%	-2%	-2%	-16%	-3%
CCOc1ccc(C(CC(=O)O)NC(=O)COc2ccccc2OC)cc1OC (centres undefined)	0.4%	-2%	-4%	-20%	-8%
CCOC(=O)Cc1csc(NC(=O)CCS(=O)(=O)Cc2ccccc2)n1	0.4%	12%	-9%	9%	2%
CN(C)c1ccc([N+](=O)[O-])c([N+](=O)[O-])c1	3.6%	x	x	x	1%
CCOC(=O)C1CCCN(c2nc3ccccc3nc2NS(=O)(=O)c2ccc(C)cc2)C1 (centres undefined)	4.5%	x	-5%	22%	-26%
CNC(=O)c1sc(-c2cccnc2)nc1C	0.9%	-8%	1%	5%	0%
Cc1ccc(OC(=O)CCC(=O)Oc2ccc(C)cc2C)c(C)c1	3.5%	x	x	x	-26%
C=CCNC(=S)N/N=C/c1cn(C)c2ccccc12	i	-1%	5%	1%	x
CCCCn1c(=O)c(C(=O)Nc2nnc(C(C)C)s2)c(O)c2ccccc21	x	-6%	u	1.9µM*	x
(next part)
SMILES	VEEV TC-83 Vero	Salmonella PhoP GFP	M. tuberculosis HTS	tuberculosis growth	influenza NS1A	others
CC(C)c1nnc(SCC(=O)NCc2ccco2)n1C	1.0%	5%	-4%	-2%	-4%
Cc1cc(NC(=O)CC2Oc3ccccc3NC2=O)ccc1Br (centres undefined)	1.5%	15%	-6%	-1%	-23%
Oc1ccc(C=NN=C2c3ccccc3-c3ccccc32)c(O)c1	7.9%	x	x	x	12%
CC(=O)NC12CC3CC(C1)CC(C(=O)OCC(=O)c1ccc4c(c1)OCCO4)(C3)C2	4.9%	-1%	-2%	31%	-12%
Cc1occc1C(=O)Nc1cccc(/C=C/C(=O)O)c1	0.4%	4%	4%	2%	6%
CCc1ccccc1NC(=O)CN1CCN(C(=O)CN2C(=O)NC3(CCCC3)C2=O)CC1	i	x	-2%	31%	-17%
CCOC(=O)C1C(CC)NC(=S)NC1(C)O (centres undefined)	1.5%	11%	-4%	-8%	-3%
CCCN(Cc1cc2cccc(C)c2[nH]c1=O)C(=O)c1cccc(OC)c1	6.9%	1%	8%	18%	-1%
CCN(CC)c1ccc(N=Cc2c(O)[nH]c(=O)[nH]c2=O)cc1	0.9%	-3%	-6%	68%	-6%
COc1cccc(-c2nnc(SCCOc3ccc4c(C)cc(=O)oc4c3)o2)c1	i	0%	5%	16%	2%
CS(=O)(=O)N1CCN(C(=O)NC23CC4CC(CC(C4)C2)C3)CC1	i	5%	5%	8%	0%
CCOc1ccc2nc(Cl)c(CN(C(C)=O)C3CCCCC3)cc2c1	2.4%	-3%	2%	-5%	-134%
CCOC(=O)C1(Cc2ccc(OC)cc2)CCN(C(=O)c2csc(C)n2)CC1	0.5%	3%	-7%	-3%	-4%
COCCCNC(=O)C1CCCN(S(C)(=O)=O)C1 (centres undefined)	2.1%	-6%	-6%	5%	2%
O=C(Cc1ccccc1)NC(=S)Nc1ccc(OC(F)F)cc1	0.4%	2%	u	78%	-7%
O=C(O)c1cccc(S(=O)(=O)N2CC=C(c3ccccc3)CC2)c1	1.5%	x	-3%	23%	-15%
CCc1cc(SC#N)cc(C)c1N	4.7%	5%	3%	11%	-2%
COCCNC(=O)CSc1ncnc2sccc12	0.6%	-3%	-7%	-3%	-3%
CCN(CC(=O)Nc1ccc(Cl)c(S(=O)(=O)N(C)C)c1)CC(=O)NC(C)C	i	-17%	-3%	4%	1%
CCOC(=O)c1sc(N/N=C/c2ccc(N(C)C)cc2)nc1C	1.5%	0%	0%	-12%	1%
CCN(CC(=O)Nc1ccccc1OC)C(=O)c1cc(S(=O)(=O)N2CCCCCC2)ccc1OC	1.8%	-2%	12%	14%	-9%
Cc1ccc(C)c(NC(=O)CN(C)C(=O)C2=NNC(=O)CC2)c1	i	x	3%	11%	-4%
CCOc1ccccc1C(=O)NCC(=O)NC(C)c1ccc(-n2ccnc2)cc1 (centres undefined)	10%	2%	-5%	3%	-3%
COc1ccccc1NC(=S)N(CCc1c(C)[nH]c2ccccc12)Cc1cccs1	4.8%	-3%	12%	x	5%
COc1ccc(-c2cc(C#N)nc(Cl)n2)cc1	2.6%	1%	-1%	18%	-24%

Reprinted at random: 2 compounds from above, in no set order.
SMILES	VEEV TC-83 Vero	Salmonella PhoP GFP	M. tuberculosis HTS	tuberculosis growth	influenza NS1A	others
CC(C)c1nnc(SCC(=O)NCc2ccco2)n1C	1.0%	5%	-4%	-2%	-4%
CS(=O)(=O)N1CCN(C(=O)NC23CC4CC(CC(C4)C2)C3)CC1	i	5%	5%	8%	0%

More compounds follow:
SMILES	VEEV TC-83 Vero	Salmonella PhoP GFP	M. tuberculosis HTS	tuberculosis growth	influenza NS1A	others
N#Cc1c2c(c(NCCN3CCOCC3)n3c1nc1ccccc13)CCCC2	7.2%	2%	3%	1%	1%
Cc1ccc(S(=O)(=O)/N=C2\C=C(Nc3cccc(C(=O)O)c3)C(=O)c3ccccc32)c(C)c1	34%	-3%	-4%	33%	25%
CC12CCC(=O)N1C(C(=O)Nc1nnc(SCc3ccc(F)cc3)s1)CS2 (centres undefined)	2.6%	-2%	-14%	24%	-5%
Cc1csc2ncc(C(=O)N(Cc3ccccc3)c3ccccn3)c(=O)n12	8.3%	-3%	-5%	-20%	0%
COc1ccc(OCCCC(=O)Nc2cccc([N+](=O)[O-])c2C)cc1	i	-5%	1%	67%	0%
CCC(=O)Oc1ccc2c(=O)c(-c3ccc4ccccc4n3)c(CC)oc2c1C	2.1%	-11%	-2%	44%	-4%
CSc1ncccc1C(=O)OCC(=O)N(C)c1c(N)n(Cc2ccccc2)c(=O)[nH]c1=O	2.5%	8%	-2%	-6%	-5%
CCC(C)C1C(C#N)=C(N)Oc2n[nH]c(-c3ccccc3)c21 (centres undefined)	1.0%	-22%	-13%	x	4%
Cn1c(SCC(=O)N2CCCCC2)nc2c(c1=O)SCC2	1.5%	-8%	-3%	-5%	25%
COc1cc(C(=O)NCC(=O)n2nc(C)cc2C)cc(OC)c1OC	1.4%	2%	-7%	-4%	-8%
CCOc1ccc(N=Cc2c(O)cc(C)oc2=O)cc1	2.8%	1%	-8%	x	34%
COc1cccc(C(=O)O/N=C(\N)c2ccncc2)c1	i	-2%	1%	-11%	30%
COC(=O)C1=NN(C(=O)c2ccc(Cl)cc2)C(O)(c2ccccc2)C1 (centres undefined)	0.6%	4%	0%	x	-14%
NC(=O)C1CCN(C(=O)Nc2csc3ccccc23)CC1	0.6%	2%	-5%	-19%	x
CCOC(=O)CSc1nnc(Cc2ccccc2)n1CC1CCCO1 (centres undefined)	i	-9%	-15%	-11%	19%
Cc1nc(CCNC(=O)Cc2ccccc2)cs1	0.1%	-6%	-8%	3%	-2%
COc1cc2c(cc1OC)C(c1ccc(N(C)C)cc1)CC(=O)N2 (centres undefined)	5.0%	-3%	-8%	1%	2%
Cc1cc(-c2ccco2)n(-c2ccccc2)n1	2.5%	-12%	-2%	29%	9%

Of the compounds above, 10 have a halogen:
SMILES	VEEV TC-83 Vero	Salmonella PhoP GFP	M. tuberculosis HTS	tuberculosis growth	influenza NS1A	others
Cc1cc(Cl)ccc1OCCCC(=O)Nc1ccc(S(=O)(=O)Nc2ncccn2)cc1	0.1%	5%	-3%	26%	11%
COc1ccccc1OCCNC(=O)C(CCSC)NS(=O)(=O)c1ccccc1F (centres undefined)	3.6%	-4%	-8%	8%	-6%
CCOc1ccc(S(=O)(=O)N2CCC(C(=O)N3CCCCCC3)CC2)cc1Cl	4.2%	-3%	5%	11%	-11%
Cc1cc(NC(=O)CC2Oc3ccccc3NC2=O)ccc1Br (centres undefined)	1.5%	15%	-6%	-1%	-23%
CCOc1ccc2nc(Cl)c(CN(C(C)=O)C3CCCCC3)cc2c1	2.4%	-3%	2%	-5%	-134%
O=C(Cc1ccccc1)NC(=S)Nc1ccc(OC(F)F)cc1	0.4%	2%	u	78%	-7%
CCN(CC(=O)Nc1ccc(Cl)c(S(=O)(=O)N(C)C)c1)CC(=O)NC(C)C	i	-17%	-3%	4%	1%
COc1ccc(-c2cc(C#N)nc(Cl)n2)cc1	2.6%	1%	-1%	18%	-24%
CC12CCC(=O)N1C(C(=O)Nc1nnc(SCc3ccc(F)cc3)s1)CS2 (centres undefined)	2.6%	-2%	-14%	24%	-5%
COC(=O)C1=NN(C(=O)c2ccc(Cl)cc2)C(O)(c2ccccc2)C1 (centres undefined)	0.6%	4%	0%	x	-14%
